TNAP inh hi DEA – TNAP (human) inhibition, high acceptor. purified TNAP, CDP-star luminescence, 1 M DEA. actives 0.03% (n = 200,000). P05186. inhibition, % at 20 µM. AID 1135;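 active means over 50% inhibition of tissue-nonspecific alkaline phosphatase at 20 µM in the single-dose screen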;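 further: plate controls were DMSO wells for no effect and EDTA-quenched wells as full inhibition for full effect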
G6PDH CS – counter-screen for G6PDH assay hits: L. mesenteroides G6PDH inhibition; Purified L. mesenteroides G6PDH, diaphorase/resazurin coupled fluorescence, 45 min; AID 1020; inhibition, % at 5 µM; actives 0.12% (n = 200,000); in the data active means inhibition above about 50%
Diaphorase inh – diaphorase inhibition or chemical oxidation counter-screen; actives 0.69% (n = 190,000); diaphorase resazurin-to-resorufin fluorescence, NADH, 16 min; bacterial (C. kluyveri) enzyme, not human; inhibition, % at 20 µM;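 active means primary screen inhibition at 20 µM above a set limit, cut at about 50% in these data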;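 further: plate controls were DMSO with full reaction for no effect and wells lacking NADH for full effect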
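Test system: bacterial diaphorase enzyme (C. kluyveri); Quantity: 0.14 U/mL diaphorase, enzyme working solution; Times: reaction incubation of 16 min at room temperature; Measured by: fluorescence of resorufin formed from resazurin, Ex 544/Em 590 nm; Benchmarks: positive control minus NADH, DMSO neutral control.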
TNAP inh no acc – inhibitors of human TNAP without phosphate acceptor; inhibition, % at 20 µM; actives 0.26% (n = 200,000); purified TNAP, CDP-star luminescence, 30 min; P05186;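 active means tissue-nonspecific alkaline phosphatase inhibition above about 50% at 20 µM in the single-dose screen, limit read from the data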;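 further: 0% = DMSO negative control and 100% = EDTA positive control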
TNAP act hiacc – TNAP (human) activation, high acceptor | purified TNAP, CDP-star luminescence, 1 M DEA, 30 min; hits give high values; 0 = EDTA background, 1 = DMSO-only activity | activation factor at 20 µM | 200,000 tested, under 10 active | AID 1136;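 active means activation factor at least 2 at 20 µM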
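system = human TNAP | amount = enzyme diluted 1/800 final | reagent = 100 µM CDP-star substrate | signal = luminescent substrate turnover signal | dosing = one dose, 20 µM | benchmarks = EDTA negative control, DMSO positive control | measure = activation factor | timing = 30 min reaction, room temperature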
Diaphorase act – activates diaphorase or chemically reduces, flagging diaphorase assay artifacts; Diaphorase/resazurin coupled assay, resorufin fluorescence, 16 min; hits give high values; 1 = vehicle wells, 0 = NADH-free wells; activation factor at 20 µM; actives 0.005% (n = 190,000); AID 1229;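 active means diaphorase activity raised at least twofold by the compound at 20 µM; inactive means activation factor below 2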
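Material: bacterial diaphorase enzyme (C. kluyveri); amount: enzyme 0.07 U/mL final; reagent: NADH substrate 0.114 mM plus resazurin dye 0.1 mM, final; doses: single compound dose of 20 µM, 1% DMSO final; timing: 16 min enzyme reaction, ambient temperature; measured by: fluorescence of resorufin, 544 nm excitation, 590 nm emission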
FLuc act counter – firefly luciferase counter-screen for stimulation assays. AID 1027. 200,000 tested, under 10 active. ATPlite luciferase biochemical, luminescence, 10 min; 0 = ATP-free wells, 1 = DMSO control. P08659. activation factor at 10 µM;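 active means luciferase activation factor, scaled between plate controls, of at least 2 with compound at 10 µM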
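Assay system: Luciferase/luciferin detection reagent, cell-free biochemical luciferase assay / Read-out: luciferase activation / Benchmarks: No-ATP low control, compound-free enzyme-plus-ATP high control / Medium: PBS buffer for ATP / Detection: luminescence measurement of luciferase light output / Schedule: 10 min at ambient temperature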
PMI act satM6P – activators of human phosphomannose isomerase at near-saturating mannose 6-phosphate | P34949 | activation factor at 20 µM | actives 0.34% (n = 190,000) | coupled PMI enzyme assay, resazurin fluorescence, 20 min; hits give high values; 1 = untreated enzyme, 0 = substrate-free blank | AID 1216;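 active means activation factor of 2 or more at 20 µM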
Target sequence (P34949 whole entry, looked up): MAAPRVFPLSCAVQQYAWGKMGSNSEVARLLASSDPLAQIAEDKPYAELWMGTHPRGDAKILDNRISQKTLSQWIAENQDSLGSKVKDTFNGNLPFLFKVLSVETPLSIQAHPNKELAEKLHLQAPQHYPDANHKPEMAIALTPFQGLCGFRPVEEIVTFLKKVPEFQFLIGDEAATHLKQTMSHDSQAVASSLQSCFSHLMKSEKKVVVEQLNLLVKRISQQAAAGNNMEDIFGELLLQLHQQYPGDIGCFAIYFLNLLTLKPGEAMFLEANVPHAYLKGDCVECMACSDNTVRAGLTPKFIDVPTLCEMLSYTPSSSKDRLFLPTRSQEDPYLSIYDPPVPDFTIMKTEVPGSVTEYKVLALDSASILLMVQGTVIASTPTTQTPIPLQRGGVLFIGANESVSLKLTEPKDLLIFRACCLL
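test system = human PMI in coupled enzyme assay | medium = HEPES-buffered pH 7.4 with magnesium and detergent | also added = 1.0 mM mannose-6-phosphate substrate with 0.22 mM NADP+ | compound = 20 µM single dose | times = 20 min incubation at room temperature | measured by = resorufin fluorescence (Ex 544/Em 590 nm) from resazurin via diaphorase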
PMI act – phosphomannose isomerase (human) activation | P34949 | purified human PMI, coupled resazurin fluorescence, 20 min; hits give high values; 1 = vehicle control, 0 substrate-free wells | activation factor at 20 µM | actives 0.005% (n = 190,000) | AID 1214;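 active means activation factor of 2 or more at 20 µM, relative to plate controls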
Efa HMGR inh – inhibitors of class II HMG-CoA reductase from Enterococcus faecalis; purified E. faecalis HMGR, NADPH absorbance 340 nm kinetic; inhibition, % at 10 µM; actives 0.41% (n = 190,000); AID 1066;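 active means inhibition above a set limit, the median over all tested compounds plus 3 SD, cut at about 9.5% in these data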;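 further: enzyme runs in reverse so mevalonate oxidation gives rising NADPH absorbance; 0% = complete reaction with DMSO and 100% = background rate lacking mevalonate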
The depositor's hits bear a star.

no.	Structure	TNAP inh hi DEA	G6PDH CS	Diaphorase inh	TNAP inh no acc	TNAP act hiacc
1	COc1cccc(Nc2ncnc3nc[nH]c23)c1	-8	-17	4	-67	1.1
2	O=C(CC1Nc2cccc3cccc(c23)NC1=O)Nc1ccccc1 (stereo unspecified)	-2	3	36	9	1
3	CC(=O)Nc1ccc(S(=O)(=O)Nc2nccc(/C=C/c3ccc(Cl)cc3)n2)cc1	2	9	11	-14	1
4	O=C(N/N=C/c1ccc(-c2cccc([N+](=O)[O-])c2)o1)c1ccc([N+](=O)[O-])cc1	-1	-3	0	-38	1
5	Nc1cc2c(cc1C(=O)c1cccc(Br)c1)OCCO2	3	11	30	3	1
6	CCOC(=O)NC(=O)COC(=O)CCCc1nc2ccccc2s1	1	7	7	-3	1
7	S=C(NCc1ccco1)N1CCN(C/C=C/c2ccccc2)CC1	-2	2	6	-10	1
8	Oc1ccc(N=Nc2ccc3c(c2)OCCO3)c2cccnc12	37	11	4	16	0.6
9	Cc1cccc(N2CCN(CC(O)COCc3cccs3)CC2)c1C (stereo unspecified)	0	-14	7	-8	1
10	CNc1nc(-c2ccc3c(c2)CCN3C(=O)c2ccc(F)cc2)cs1	-4	1	16	-12	1
11	COCCCNC(=O)CS(=O)(=O)Cc1nc(-c2cccc(OC)c2)oc1C	0	5	0	2	1
12	O=C(Nc1c(C(=O)N2CCOCC2)cnn1-c1ccccc1)c1ccco1	-9	6	10	-16	1.1
13	O=C(N/N=C/c1cc2cc3c(cc2nc1Cl)OCCO3)c1ccccc1O	-3	-4	3	-5	1
14	CCOc1ccc(Br)cc1S(=O)(=O)Nc1ccc(Cl)c(S(=O)(=O)N(C)C)c1	-1	-9	31	-6	1
15	Cc1ccc(C)n1-c1nc(=S)[nH][nH]1	10	-4	6	-12	0.9

no.	Diaphorase act	FLuc act counter	PMI act satM6P	PMI act	Efa HMGR inh
1	1	0.9	1	1	-6
2	0.6	1.1	0.6	0.8	2
3	0.9	1.1	0.7	0.8	3
4	1	1	1	1	-2
5	0.7	1	0.7	0.7	-5
6	0.9	1	0.9	0.9	-3
7	0.9	1.1	0.9	1	-3
8	1	0.7	0.6	1.1	-3
9	0.9	1.1	1	0.9	-10
10	0.8	0.9	0.6	0.9	-3
11	1	1.1	1	1.1	-7
12	0.9	1.1	1	1.1	0
13	1	0.9	0.9	1.1	1
14	0.7	1	0.9	0.9	0
15	0.9	1	0.6	0.3	-4

Later entries.
no.	Structure	TNAP inh hi DEA	G6PDH CS	Diaphorase inh	TNAP inh no acc	TNAP act hiacc
16	CCNc1nc2c(c(=O)[nH]c(=O)n2C)n1Cc1ccc(F)cc1	1	20	0	5	1
17	O=c1c2cc3c(=O)n(-c4ccccc4O)c(=O)c3cc2c(=O)n1-c1ccccc1O	-3	3	17	-9	1
18	COCCCNC(=O)C1CCN(c2ncccn2)CC1	-5	4	14	-7	1.1
19	Cc1ccc(NC(=O)C2CCN(S(=O)(=O)c3cccs3)CC2)cc1	-3	6	7	-7	1
20	COCCn1c(-c2ccccc2)cnc1N	0	8	0	12	1
21	COC(=O)c1sc(N)c(C(=O)OC)c1CSc1nnnn1C	-5	0	4	-14	1
22	Cc1ccc(C(=O)N2CCOCC2)cc1[N+](=O)[O-]	-5	-1	13	-6	1.1
23	Cc1ncoc1C(=O)N1CCCC(C(=O)c2ccc(C(F)(F)F)cc2)C1 (stereo unspecified)	-5	6	0	-3	1
24	CCc1ccc(/C=C2/SC(=S)N(CC(=O)Nc3nc4ccccc4s3)C2=O)cc1	2	5	14	-1	1
25	O=C(CCc1nnc(CCCCc2ccccc2)o1)NCCC1CCCCO1 (stereo unspecified)	-8	9	15	-16	1.1
26	Cc1ccc(Nc2nc(NCCCN3CCOCC3)nc(N)c2[N+](=O)[O-])cc1	3	-18	7	-11	1
27	Cc1cccc(OCCSc2cc(C)nc(N)n2)c1	-2	10	12	15	1
28	COC(=O)C1CSC(C(=O)OC)N1C(=O)Nc1ccccc1 (stereo unspecified)	-4	-2	11	-14	1
29	CC(=O)Nc1cccc(/C(C)=N/NC(=O)c2ccc(CN3CCOCC3)cc2)c1	-4	1	-9	-4	1
30	C=CCNC(=O)c1ccc(Cn2c(=S)[nH]c3cc4c(cc3c2=O)OCO4)cc1	0	3	0	-6	1

no.	Diaphorase act	FLuc act counter	PMI act satM6P	PMI act	Efa HMGR inh
16	1	1	0.9	0.9	-2
17	0.8	1	0.7	1	-1
18	0.9	1	1	0.9	-3
19	0.9	1	0.9	0.9	-1
20	1	1	0.9	1	-4
21	1	1.1	1	1.1	0
22	0.9	1	0.9	1	-3
23	1	1.1	1.1	1	-3
24	0.9	0.9	0.9	0.9	-3
25	0.8	1.1	1.1	1.1	-2
26	0.9	1	1	0.9	-1
27	0.9	1	0.9	1	-3
28	0.9	1.1	1	1	-1
29	1.1	1	1	1.1	1
30	1	1.1	1.1	1	0

(cont.)
no.	Structure	TNAP inh hi DEA	G6PDH CS	Diaphorase inh	TNAP inh no acc	TNAP act hiacc
31	O=C(NCc1ccccn1)/C(=C/c1ccco1)NC(=O)c1ccccc1	-3	2	14	-18	1
32	O=c1c(C/C=C/c2ccccc2)c(O)ccn1CCc1c[nH]c2ccccc12	-1	14	19	-2	1
33	CCOCCCNS(=O)(=O)c1ccc(NC(=O)c2ccc([N+](=O)[O-])cc2Cl)cc1	-5	0	13	-8	1.1
34	O=C(O)c1ccccc1N1C(=O)C2C3CCC(C3)C2C1=O (stereo unspecified)	-5	9	-10	-6	1
35	CC(C)CC(=O)Nc1ccc(C(=O)NN2C(=O)c3ccccc3C2=O)cc1	-4	-5	6	-8	1
36	Cc1cc(C)nc(SCc2ccc(C(=O)N/N=C/c3ccc(C(=O)O)cc3)cc2)n1	-3	-1	17	-9	1
37	COc1ccccc1NC1=C(Cl)C(=O)N(c2ccccc2)C1=O	2	6	10	-6	1
38	O=C(c1nn2c(C(F)(F)F)cc(-c3ccccc3)nc2c1Cl)N1CCOCC1	-4	12	5	-2	1
39	Cc1ccc(NC(=O)NCc2ccc3c(c2)OCO3)c(C)c1	-4	10	2	-14	1
40	CC1C/C(=C/c2ccccn2)C(=O)/C(=C/c2ccccn2)C1 (stereo unspecified)	-4	-1	14	-10	1
41	Cc1ccc(C)c(NC(=O)CCN2CCOCC2)c1	-6	0	11	-14	1.1
42	Cc1ccc(OC(=O)CCC(=O)Nc2ccc(Br)cc2)cc1	-1	6	1	-23	1
43	COc1ccccc1C(=O)NCC(=O)n1nc(C)cc1C	-2	12	10	-9	1
44	O=C(NN1C(=O)c2ccccc2NC1c1ccccc1OCc1ccccc1)c1ccncc1 (stereo unspecified)	-11	4	4	-11	1.1
45	CC(CN1CCCCC1)OC(=O)Cc1ccc(Cl)cc1 (stereo unspecified)	-4	4	14	-3	1

no.	Diaphorase act	FLuc act counter	PMI act satM6P	PMI act	Efa HMGR inh
31	0.9	1.1	0.7	0.9	0
32	0.8	1	0.8	0.9	-4
33	0.9	1.1	1	1	1
34	1.1	1	1	1	-1
35	0.9	1.1	1	1.1	-4
36	0.8	1	1	1.1	0
37	0.9	1	1	1	1
38	1	1.1	1	1.1	0
39	1	1	1	1	-2
40	0.9	1	0.9	1.1	-7
41	0.9	1.1	1	1.1	3
42	1	1.1	1.1	1.1	0
43	0.9	1	1	1	-4
44	1	1.1	1.1	1.1	-2
45	0.9	1.1	0.9	1	-1

Bioassay records: PubChem BioAssay, several laboratories
